AddAB inh: less growth of phage-infected E. coli with AddAB; E. coli expressing H. pylori AddAB, absorbance growth; inhibition, % at 11.9 µM; 0.29% of 330,000 active; in the data active means inhibition above about 12%;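 further: 0% = vehicle wells of infected cells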
Mot1-301 SUMO: inhibitors of SUMOylation pathway: yeast Mot1-301 growth rescue. S. cerevisiae Mot1-301 growth rescue, ATP luminescence, 38.5C; percent above DMSO median, 100 means doubled. growth rescue, % at 18.8 µM. 1% of 320,000 active. AID 2716;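 active means every valid replicate shows activation above 250% relative to neutral control wells; inactive means the rest, any valid replicate at or below 250%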;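 further: OY570 slx delta 5 strain wells were the positive control but not used for scaling; some compounds called inactive have numbers as strong as hits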
PKA-R1A act: activates the PKA-R1A holoenzyme complex. PKA-R1A dissociation, Cy5-IP20 fluorescence polarization; scaled: DMSO 0%, 113 µM cGMP 100%. 0.083% of 340,000 active. activation, % at 11.4 µM. P00514+P68181. AID 504707;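 active means percent activation above the mean of all tested compounds plus 3 SD, cut at about 19% in these data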;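 further: higher means more PKAc released from R1A so a rise in polarization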
HTR5A ag ctr: activates human HTR5A in OPRM1-OPRD1 agonist counter-screen. HTR5A agonist assay, luminescence, cell-based. activation, % at 9.3 µM. 0.61% of 340,000 active. AID 504692; in the data active means activation mostly above about 9.5%, no sharp cut-off; inactive means mostly below about 7.6%;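 further: 0% = cells with vehicle only and 100% = reference agonist; strong numbers were not always called active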
Target sequence (P47898 whole entry, looked up): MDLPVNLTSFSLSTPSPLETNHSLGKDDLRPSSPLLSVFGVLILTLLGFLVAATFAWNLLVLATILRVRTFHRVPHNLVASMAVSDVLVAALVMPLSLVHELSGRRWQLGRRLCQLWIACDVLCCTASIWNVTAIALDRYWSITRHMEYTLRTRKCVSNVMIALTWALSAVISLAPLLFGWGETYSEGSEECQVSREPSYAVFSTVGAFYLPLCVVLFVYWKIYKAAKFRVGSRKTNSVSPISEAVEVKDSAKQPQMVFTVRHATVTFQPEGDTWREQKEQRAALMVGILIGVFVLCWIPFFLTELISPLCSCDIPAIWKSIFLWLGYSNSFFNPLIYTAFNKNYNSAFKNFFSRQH
DSG3 Ab inh: human desmoglein-3 autoantibody binding inhibition; P32926; DSG3-coupled beads, scFv-anti-DSG3-GFP binding, flow cytometry; hits give low values; binding (percent of control), % at 10 µM; 0.48% of 310,000 active;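 active means binding more than 3 SD below its plate's average and above zero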;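 further: hits lower antibody fragment binding to DSG3; some compounds called inactive have numbers as strong as hits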
PfHsp90 set2: reduces growth (ATP signal) of yeast expressing P. falciparum Hsp90 | S. cerevisiae expressing PfHsp90, BacTiter-Glo ATP, 48 h; yeast lacking PDR1 and PDR3 efflux regulators | 0.32% of 310,000 active | inhibition, % at 9.4 µM;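 active means every replicate shows inhibition above about 80%, whatever the replicate mean, limit read from the data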;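 further: 0% = DMSO neutral controls and 100% = 20 µM radicicol positive controls; yeast relying on Plasmodium falciparum Hsp90 in place of its own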
Ecoli viability: reduces bacterial viability in AddAB counter-screen; 0.27% of 330,000 active; E. coli V3065 growth, OD600 absorbance, 18 h; inhibition, % at 11.9 µM;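 active means inhibition above the campaign's mean inhibition across all tested compounds plus 3 SD, cut at about 9.9% in these data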;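 further: uninfected addAB+ strain grown without phage in ampicillin broth; 0% = DMSO wells and 100% = ciprofloxacin 0.95 µg/ml wells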
MOR-DOR ag: OPRM1-OPRD1 heterodimerization agonism; cells, luminescence; activation, % at 9.3 µM; 0.3% of 340,000 active; AID 504326; in the data active means activation above about 18%;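 further: 0% = vehicle-treated cells and 100% = reference agonist; values of inactives mirror those of a sister screen read the other way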
HTR5A inv ag: counter-screen for OPRM1-OPRD1 inverse agonists: human HTR5A inverse agonism; 0.083% of 340,000 active; P47898; inhibition, % at 9.3 µM; AID 504634; HTR5A cell line, luminescence; in the data active means inhibition mostly above about 23%, no sharp cut-off; inactive means mostly below about 18%;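 further: 0% = cells with DMSO and 100% = no-cell wells with DMSO; some compounds called inactive have numbers as strong as hits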
OPRM1-OPRD1 inv: mu-delta opioid heterodimer inverse agonism; 0.21% of 340,000 active; inhibition, % at 9.3 µM; AID 504357; cell-based MOR-DOR heterodimer luminescence; in the data active means inhibition above about 22%, passing the limit was not always enough;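 further: 0% = cells with DMSO and 100% = wells without cells with DMSO; values of inactives mirror those of a sister screen read the other way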
phage Ecoli inh: E. coli growth loss with phage present; growth absorbance; inhibition, % at 11.9 µM; 0.26% of 360,000 active; AID 651602; in the data active means inhibition above about 11%
Starred values were filed as active, the others as inactive; . = not tested or not shown. Not a hit list; any-hit rate near 3.2%.

Values run as follows: HTR5A ag ctr | AddAB inh | phage Ecoli inh | PKA-R1A act | HTR5A inv ag | OPRM1-OPRD1 inv | PfHsp90 set2 | Ecoli viability | MOR-DOR ag | DSG3 Ab inh | Mot1-301 SUMO
> COc1ccc(N2CCN(C(=O)Nc3ccccc3C)CC2)cc1
    -5 | -1.0 | 5.0 | 1 | 14 | 16 | -14 | 0.1 | -3.2 | 94 | 0
> COC(=O)C1=C(C(=O)OC)N2C=CC=CC2(C)C(C(=O)OC)=C1C(=O)OC (configuration not stated)
    1 | 4.5 | 2.6 | 8 | 21 | 13 | -40 | 0.8 | -2.5 | 99 | -2
> COc1ccnc(CSC(N)=Nc2ccccc2C(F)(F)F)c1
    -1 | 0.5 | 3.0 | -7 | 2 | 14 | -8 | -2.3 | -2.7 | 95 | -6
> Cc1cc(Cl)ccc1OCCCC(=O)N1CCCCC1
    4 | 2.4 | 4.8 | 0 | -12 | -13 | 20 | -0.6 | 2.2 | 99 | -1
> O=C1CCCC/C1=C/Nc1ccc(S(=O)(=O)Nc2ncccn2)cc1
    2 | 3.7 | 4.3 | 5 | -5 | 12 | -12 | 2.9 | -2.2 | 78 | -11
> COc1nccc(C(F)(F)F)c1C(=O)NC(=O)Nc1c(C)cccc1C
    1 | 0.7 | 1.5 | -4 | 14 | -4 | 0 | -1.2 | 0.7 | 109 | -18
> CCN(C(=O)CSc1nnc(-c2ccco2)n1Cc1ccccc1)C1CCS(=O)(=O)C1 (configuration not stated)
    2 | -1.1 | 3.4 | -1 | -5 | 3 | 6 | 1.4 | -0.6 | 113 | .
> O=C(CCCC(=O)N1CCCc2ccccc21)N1CCCc2ccccc21
    4 | 2.4 | 3.7 | 18 | -17 | -6 | . | 1.4 | 1.0 | 103 | -2
> CC1=C(C(=O)OCc2ccccc2)C(c2ccccc2Br)NC(=O)N1 (configuration not stated)
    3 | 4.9 | 1.4 | 5 | -65 | 3 | 3 | -0.1 | -0.6 | 114 | -6
> CCN1CCc2nc(NC(=O)c3ccccc3)sc2C1
    9 | 0.7 | 4.4 | -2 | -21 | 11 | 14 | 0.9 | -2.3 | 103 | -9
> CCOc1ccc(C(CC(=O)O)NC(=O)c2ccco2)cc1OC (configuration not stated)
    -6 | 1.0 | -1.0 | -9 | 12 | 11 | 3 | -0.5 | -1.9 | 110 | -18
> O=c1[nH]cnc2sc3c(c12)CCCCC3
    5 | 3.1 | 0.9 | -4 | -16 | -2 | 18 | 0.6 | 0.3 | 94 | 4
> COC(=O)CC1C(=O)NCCN1C(=S)NC(=O)C(c1ccccc1)c1ccccc1 (configuration not stated)
    5 | -2.1 | 4.0 | -13 | 5 | 11 | 14 | -1.6 | -1.6 | 83 | -11
> CC(C)N1C(=O)CCC1C(=O)N1CCN(c2ccc(F)cc2)CC1 (configuration not stated)
    5 | -0.5 | -0.8 | 2 | 6 | 2 | 14 | 0.6 | -0.4 | 99 | 3
> O=C(/C=C/c1ccc2c(c1)OCCO2)N1CCN(c2ccc(F)cc2)CC1
    1 | 4.2 | 2.8 | -5 | -4 | 3 | 0 | 0.0 | -0.6 | 100 | 4

Other records.
Values run as follows: HTR5A ag ctr | AddAB inh | phage Ecoli inh | PKA-R1A act | HTR5A inv ag | OPRM1-OPRD1 inv | PfHsp90 set2 | Ecoli viability | MOR-DOR ag | DSG3 Ab inh | Mot1-301 SUMO
> Cn1c(=O)c2cnc(-c3ccc(C(F)(F)F)cc3)nc2n(C)c1=O
    0 | 4.5 | 3.2 | 2 | 0 | 20 | 5 | -1.0 | -3.9 | 110 | 10
> O=C(Nc1ccc(NC(=O)c2ccco2)nc1)c1cccnc1
    0 | -0.9 | 3.3 | -2 | -10 | 9 | 6 | -1.3 | -1.8 | . | 210
> CCOc1cc(C2c3c(oc4cc(C)c(Cl)cc4c3=O)C(=O)N2Cc2ccco2)ccc1O (configuration not stated)
    0 | 2.1 | 2.8 | 3 | -1 | 2 | 8 | -2.4 | -0.4 | 102 | -14
> Cc1ccc(C)c(NC(CC(=O)c2ccccc2)C(=O)OCC(=O)c2cccs2)c1 (configuration not stated)
    -1 | -0.6 | 2.4 | 11 | 16 | 5 | -1 | 1.4 | -0.9 | 109 | -2
> CN(CCNC(=O)CN1C(=O)CSc2ccc(S(=O)(=O)N3CCCC3)cc21)Cc1ccccc1
    -4 | 0.6 | 2.7 | -1 | 13 | 0 | -12 | 2.4 | 0.0 | 97 | 18
> CCc1noc(C)c1C(=O)OCC(=O)Nc1cccc(C)c1
    5 | 0.4 | 1.1 | -1 | 8 | 14 | 27 | -1.8 | -3.9 | 101 | -10
> O=C(CSc1nnc(CNc2ccc(Cl)cc2)o1)Nc1nc2c(s1)CCCC2
    3 | -2.4 | -0.2 | 1 | 10 | -17 | -2 | -6.6 | 3.5 | 108 | 20
> CCOC(=O)c1csc(NNC=O)n1
    1 | 0.0 | 2.7 | 5 | -4 | -29 | 3 | 0.3 | 5.1 | 106 | -9
> COc1ccc(/C=C/C(=O)NC(=S)NNC(=O)c2cc(OC)c(OC)c(OC)c2)cc1
    -7 | -0.8 | -1.6 | -11 | 5 | 14 | 17 | -2.4 | -2.7 | 109 | -1
> C/C=C(/C)C(=O)O[C@@H]1[C@H](OC(C)=O)c2c(ccc3ccc(=O)oc23)OC1(C)C
    5 | 1.6 | -1.0 | 1 | 3 | 13 | 3 | 1.0 | -2.8 | 103 | 10
> CN(C)C1=NCCN1CC1CCCCCC1
    1 | 0.7 | 1.4 | -15 | -16 | 18 | -4 | -0.2 | -3.3 | 103 | 10
> Cc1cc(C)c(OCC(=O)Nc2ccccc2N2CCOCC2)c(C)c1
    6 | 1.3 | 3.1 | -4 | 4 | -29 | . | 1.2 | 5.7 | 86 | -5
> CN1C(=O)c2ccc(C(=O)Nc3ccc4c(c3)OCO4)cc2C1=O
    5 | 2.7 | 2.5 | -7 | 10 | 12 | -30 | -1.0 | -2.3 | 89 | -7
> O=C(CN1CCCCC1)Nc1cccc(Br)c1
    -3 | 2.9 | 3.5 | -5 | -1 | -4 | -22 | 0.4 | 0.8 | 99 | .
> COc1ccc(OCCn2c(=N)n(CCO)c3ccccc32)cc1
    0 | 0.7 | 2.1 | 4 | 2 | 19 | 7 | 0.4 | -3.3 | 90 | 1

(list continues)
Values run as follows: HTR5A ag ctr | AddAB inh | phage Ecoli inh | PKA-R1A act | HTR5A inv ag | OPRM1-OPRD1 inv | PfHsp90 set2 | Ecoli viability | MOR-DOR ag | DSG3 Ab inh | Mot1-301 SUMO
> CCCn1cc(C(=O)N(C)C2CCCN(Cc3ccccc3F)C2)c(C)n1 (configuration not stated)
    3 | 0.4 | 1.3 | -9 | 1 | 13 | 7 | 3.2 | -2.5 | 106 | -3
> Cc1ccc(C)c(SCC(=O)OCC(=O)NCCNC(=O)COC(=O)CSc2cc(C)ccc2C)c1
    -1 | -1.4 | 3.6 | -4 | 2 | -16 | 13 | -2.1 | 3.1 | 115 | -11
> Cc1cc2oc(=O)cc(CNc3ccccc3F)c2cc1O
    2 | 2.2 | 5.2 | -17 | -7 | 6 | 13 | 3.2 | -1.1 | 100 | -6
> C=CCOC(=O)C1=C(C)NC(=O)NC1c1cc(Cl)cc(Cl)c1OC (configuration not stated)
    2 | 4.2 | -0.8 | -1 | -8 | 0 | -17 | -1.3 | 0.0 | 93 | -18
> COc1cc(OC)cc(C(=O)NCc2ccc3c(c2)cc(C)n3C)c1
    -1 | 1.6 | 2.2 | 12 | -62 | 10 | 7 | 1.5 | -1.9 | 92 | 10
> CN(/N=C/c1ccco1)C1=NS(=O)(=O)c2ccccc21
    -3 | -2.0 | 4.1 | 8 | -22 | 11 | -4 | -2.9 | -2.3 | 104 | -6
> COc1ccccc1N1CCN(C(=O)C2Cc3ccccc3CN2C(=O)c2ccco2)CC1 (configuration not stated)
    2 | -0.1 | 3.3 | 10 | -7 | 6 | 8 | -1.2 | -1.1 | 106 | -9
> Cc1nc(NC(=O)C2CC2)sc1C(=O)Nc1ccccc1
    -5 | 1.9 | 2.8 | -2 | -2 | 15 | -1 | 1.6 | -3.0 | 104 | 0
> O=C(CSc1nnc2c(n1)[nH]c1ccccc12)Nc1nncs1
    1 | 2.1 | -0.2 | -12 | -8 | 9 | -12 | -2.1 | -1.4 | . | -2
> COc1ccc(C)cc1NC(=O)CNC(=O)[C@@H]1Cc2ccccc2CN1
    1 | 1.0 | -0.6 | 1 | 9 | 9 | -1 | -3.6 | -1.7 | 100 | -16
> Cc1ccccc1OCC(=O)Nc1sc2c(c1C#N)CCC2
    2 | 3.5 | 3.3 | -11 | -15 | -8 | -11 | -0.4 | 1.5 | 90 | 3
> Cc1ccc(NC(=O)C2C3CCCC2C3c2ccccc2)c(C)c1 (configuration not stated)
    -1 | -2.0 | 2.0 | 2 | -4 | -4 | 10 | -0.9 | 0.7 | . | .
> CCc1ccc(N(CC(=O)NC(C)(C)C)C(=O)CCC(=O)Nc2ccccn2)cc1
    0 | . | 1.2 | 3 | -1 | 15 | -36 | . | -3.1 | 96 | 1
> Cc1ccc(N=C2NC(=O)CC(C(=O)Nc3ccc4c(c3)OCO4)S2)cc1 (configuration not stated)
    1 | -2.2 | 2.7 | 10 | -3 | -16 | 7 | 0.5 | 3.3 | 100 | 12
> Cc1nn(-c2ccc(F)cc2)c2sc(C(=O)O)cc12
    -2 | 3.1 | 2.3 | 0 | 4 | 11 | -20 | 2.4 | -1.9 | 98 | 31

Rewritten bar-delimited: seven of the compounds above.
Molecule | HTR5A ag ctr | AddAB inh | phage Ecoli inh | PKA-R1A act | HTR5A inv ag | OPRM1-OPRD1 inv | PfHsp90 set2 | Ecoli viability | MOR-DOR ag | DSG3 Ab inh | Mot1-301 SUMO
O=C(CSc1nnc2c(n1)[nH]c1ccccc12)Nc1nncs1 | 1 | 2.1 | -0.2 | -12 | -8 | 9 | -12 | -2.1 | -1.4 | . | -2
COc1ccc(C)cc1NC(=O)CNC(=O)[C@@H]1Cc2ccccc2CN1 | 1 | 1.0 | -0.6 | 1 | 9 | 9 | -1 | -3.6 | -1.7 | 100 | -16
Cc1ccccc1OCC(=O)Nc1sc2c(c1C#N)CCC2 | 2 | 3.5 | 3.3 | -11 | -15 | -8 | -11 | -0.4 | 1.5 | 90 | 3
Cc1ccc(NC(=O)C2C3CCCC2C3c2ccccc2)c(C)c1 (configuration not stated) | -1 | -2.0 | 2.0 | 2 | -4 | -4 | 10 | -0.9 | 0.7 | . | .
CCc1ccc(N(CC(=O)NC(C)(C)C)C(=O)CCC(=O)Nc2ccccn2)cc1 | 0 | . | 1.2 | 3 | -1 | 15 | -36 | . | -3.1 | 96 | 1
Cc1ccc(N=C2NC(=O)CC(C(=O)Nc3ccc4c(c3)OCO4)S2)cc1 (configuration not stated) | 1 | -2.2 | 2.7 | 10 | -3 | -16 | 7 | 0.5 | 3.3 | 100 | 12
Cc1nn(-c2ccc(F)cc2)c2sc(C(=O)O)cc12 | -2 | 3.1 | 2.3 | 0 | 4 | 11 | -20 | 2.4 | -1.9 | 98 | 31

Screens: PubChem, several laboratories
